# Screening results (PubChem BioAssay)
# TcdB inh: TcdB glycohydrolase inhibition. AID 652162. TcdB glycohydrolase enzymatic assay, plate reader. inhibition, % at 9.99 µM. P18177. actives 0.24% (n = 350,000); in the data active = inhibition above about 10%
# Target sequence (P18177 whole entry, looked up): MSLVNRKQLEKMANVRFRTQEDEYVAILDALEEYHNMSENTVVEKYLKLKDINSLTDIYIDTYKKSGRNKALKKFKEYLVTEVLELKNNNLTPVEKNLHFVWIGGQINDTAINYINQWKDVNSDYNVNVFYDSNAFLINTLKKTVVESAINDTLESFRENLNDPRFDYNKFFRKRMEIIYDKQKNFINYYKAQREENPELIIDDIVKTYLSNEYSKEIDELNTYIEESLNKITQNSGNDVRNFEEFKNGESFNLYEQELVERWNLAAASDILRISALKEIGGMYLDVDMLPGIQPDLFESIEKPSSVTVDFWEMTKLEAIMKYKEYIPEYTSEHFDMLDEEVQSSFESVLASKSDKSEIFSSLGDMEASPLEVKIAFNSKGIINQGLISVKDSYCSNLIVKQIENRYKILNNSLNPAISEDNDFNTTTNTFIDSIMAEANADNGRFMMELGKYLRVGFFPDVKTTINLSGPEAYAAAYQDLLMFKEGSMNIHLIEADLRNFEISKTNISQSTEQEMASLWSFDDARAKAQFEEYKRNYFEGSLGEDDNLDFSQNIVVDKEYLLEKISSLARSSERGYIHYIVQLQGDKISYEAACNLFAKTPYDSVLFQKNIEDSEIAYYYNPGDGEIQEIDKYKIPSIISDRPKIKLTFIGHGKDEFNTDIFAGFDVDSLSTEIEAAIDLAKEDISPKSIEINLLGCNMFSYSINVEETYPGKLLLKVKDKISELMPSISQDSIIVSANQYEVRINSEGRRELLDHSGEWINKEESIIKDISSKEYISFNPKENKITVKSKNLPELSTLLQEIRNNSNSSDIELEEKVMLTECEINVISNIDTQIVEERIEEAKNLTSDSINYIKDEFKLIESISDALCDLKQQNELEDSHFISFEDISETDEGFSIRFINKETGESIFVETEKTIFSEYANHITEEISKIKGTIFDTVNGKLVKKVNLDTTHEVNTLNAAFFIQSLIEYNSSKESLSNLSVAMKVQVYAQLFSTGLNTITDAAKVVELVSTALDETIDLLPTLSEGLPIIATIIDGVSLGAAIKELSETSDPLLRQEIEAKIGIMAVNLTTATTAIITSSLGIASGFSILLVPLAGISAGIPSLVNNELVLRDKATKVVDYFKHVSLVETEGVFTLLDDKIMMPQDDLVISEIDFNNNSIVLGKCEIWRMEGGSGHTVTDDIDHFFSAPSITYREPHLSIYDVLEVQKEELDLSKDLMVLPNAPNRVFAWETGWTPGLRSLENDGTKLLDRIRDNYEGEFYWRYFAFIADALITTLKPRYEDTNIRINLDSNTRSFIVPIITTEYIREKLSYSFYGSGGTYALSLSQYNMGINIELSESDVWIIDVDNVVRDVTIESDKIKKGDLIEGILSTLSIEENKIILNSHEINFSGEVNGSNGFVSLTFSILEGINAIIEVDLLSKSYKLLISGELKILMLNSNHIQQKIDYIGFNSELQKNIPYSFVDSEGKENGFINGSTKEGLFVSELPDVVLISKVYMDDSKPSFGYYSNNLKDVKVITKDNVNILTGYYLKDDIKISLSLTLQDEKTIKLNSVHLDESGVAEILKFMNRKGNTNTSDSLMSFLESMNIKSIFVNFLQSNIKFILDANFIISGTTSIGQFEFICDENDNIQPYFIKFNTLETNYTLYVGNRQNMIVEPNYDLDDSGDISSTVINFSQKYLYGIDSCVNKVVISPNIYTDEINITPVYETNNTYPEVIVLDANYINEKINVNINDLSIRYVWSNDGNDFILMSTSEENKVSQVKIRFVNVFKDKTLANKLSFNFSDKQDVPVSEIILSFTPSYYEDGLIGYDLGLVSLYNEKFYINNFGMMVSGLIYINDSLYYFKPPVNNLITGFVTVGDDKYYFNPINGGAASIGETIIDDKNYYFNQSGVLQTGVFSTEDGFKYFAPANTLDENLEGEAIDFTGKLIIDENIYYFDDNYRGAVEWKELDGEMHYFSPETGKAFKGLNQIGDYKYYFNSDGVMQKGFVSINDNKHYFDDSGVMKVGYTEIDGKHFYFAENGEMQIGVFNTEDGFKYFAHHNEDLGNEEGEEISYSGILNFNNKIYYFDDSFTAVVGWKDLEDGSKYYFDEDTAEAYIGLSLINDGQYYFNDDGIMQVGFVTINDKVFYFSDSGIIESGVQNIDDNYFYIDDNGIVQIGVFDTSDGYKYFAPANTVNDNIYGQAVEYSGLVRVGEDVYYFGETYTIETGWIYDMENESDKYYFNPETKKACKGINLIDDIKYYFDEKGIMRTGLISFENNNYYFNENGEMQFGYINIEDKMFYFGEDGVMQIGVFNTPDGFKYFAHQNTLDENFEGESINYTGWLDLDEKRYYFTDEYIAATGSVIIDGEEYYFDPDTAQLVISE
# Active calls of the source: *; & = joins results of further samples. An excerpt; the hit share may differ from the screen's.
SMILES	TcdB inh
C[C@@H]1CN([C@@H](C)CO)C(=O)Cc2cc(N(C)C)ccc2O[C@@H]1CN(C)Cc1ccccc1	-6.5
Cn1cnc(S(=O)(=O)N2CC[C@H]3[C@H](CO)Nc4ccc(-c5cccc(F)c5)cc4[C@H]32)c1	0.5
COCC(=O)N(C[C@@H]1N[C@@H](CO)[C@@H]1c1ccc(C2=CCCCC2)cc1)C(C)C	0.5
C[C@@H]1CCCCO[C@@H](CN(C)CC2CCCCC2)[C@@H](C)CN([C@@H](C)CO)C(=O)c2cc(NC(=O)Nc3ccccc3)ccc2O1	-2.0
O=C(NCC[C@@H]1CC[C@H](NC(=O)c2ccc3c(c2)OCO3)[C@@H](CO)O1)Nc1ccc(Cl)cc1	-1.1
CN1C(=O)c2cc(NS(=O)(=O)c3ccc(Cl)cc3)ccc2OC[C@@H]2O[C@@H](CC(=O)O)CC[C@@H]21	-0.3
COc1ccc(OC(=O)N(C)C[C@H]2OCc3ccccc3-c3c(n(C)c4ccccc34)C(=O)N([C@H](C)CO)C[C@H]2C)cc1	0.4
C[C@H]1CN([C@@H](C)CO)C(=O)c2c(c3ccccc3n2C)-c2ccccc2CO[C@@H]1CN(C)Cc1ccc(Oc2ccccc2)cc1	-0.1
COc1cccc(C#Cc2ccc([C@H]3[C@@H](CO)N4C(=O)CN(C(C)=O)C[C@@H]34)cc2)c1	0.8
C[C@H](CO)N1C[C@H](C)[C@@H](CN(C)Cc2ccc(C(F)(F)F)cc2)Oc2c(NS(=O)(=O)c3cn(C)cn3)cccc2C1=O	0.7
Cc1noc(C)c1NC(=O)Nc1cccc2c1O[C@H](CN(C)C(=O)Nc1c(C)noc1C)[C@H](C)CN([C@@H](C)CO)C2=O	0.4
C[C@@H]1CN([C@H](C)CO)C(=O)c2cc(NC(=O)Nc3cccc4ccccc34)ccc2O[C@H]1CN(C)CC1CCCCC1	-0.9
O=C(NCC[C@H]1CC[C@H](NS(=O)(=O)Cc2ccccc2)[C@@H](CO)O1)C1CCCCC1	0.2
C[C@H]1CN([C@@H](C)CO)C(=O)c2cccc(NS(=O)(=O)c3cn(C)cn3)c2O[C@H]1CN(C)Cc1ccc2c(c1)OCO2	0.3
O=C(Nc1ccccc1)N1CCCCN2[C@H](CO)[C@H](c3ccc(-c4ccncc4)cc3)[C@@H]2C1	-0.7
CCC(=O)N1[C@H](C(=O)NCc2ccc(F)cc2)[C@@H](CO)[C@@H]2Cn3c(ccc(C4=CCCCC4)c3=O)[C@@H]21	-0.4
COc1ccccc1CNC(=O)C[C@H]1C[C@@H]2c3cc(N(C)C)ccc3O[C@@H]2[C@H](CO)O1	-50
O=C(NCc1ccccc1)C(c1cccc2ccccc12)n1c(=O)c(-c2cc3ccccc3[nH]2)nc2ccccc21 (configuration not stated)	-0.1
C[C@@H]1CN([C@H](C)CO)C(=O)c2cc(NC(=O)Nc3cccc4ccccc34)ccc2O[C@H]1CN(C)C(=O)Nc1ccccc1	-0.7
C[C@@H]1CCCCO[C@H](CN(C)CC2CCCCC2)[C@@H](C)CN([C@H](C)CO)C(=O)c2cc(NC(=O)Nc3ccccc3)ccc2O1	0.1
CC(C)NC[C@H]1[C@@H](c2ccc(-c3ccccc3)cc2)[C@@H](CO)N1CC1CC1	-0.5
O=C(N[C@@H]1C=C[C@H](CC(=O)N2CCc3ccccc3C2)O[C@H]1CO)C1CCOCC1	-8.5
C[C@H]1CN([C@@H](C)CO)C(=O)c2cc(C#CCN(C)C)cnc2O[C@H]1CN(C)C(=O)Cc1ccncc1	-0.9
C[C@@H]1CN([C@H](C)CO)S(=O)(=O)c2ccc(C#Cc3ccc(F)cc3)cc2O[C@H]1CN(C)C(=O)NC1CCCC1	-4.4
CC(C)C#Cc1cnc2c(c1)C(=O)N([C@@H](C)CO)C[C@@H](C)[C@H](CN(C)C(=O)Nc1cc(F)ccc1F)O2	0.6
Cc1noc(C)c1NC(=O)Nc1ccc2c(c1)CC(=O)N([C@H](C)CO)C[C@H](C)[C@H](CN(C)Cc1ccncc1)O2	-0.7
CCCNC(=O)Nc1ccc2c(c1)C(=O)N(C)C[C@@H](OC)[C@@H](C)CN(C(=O)C1CC1)[C@H](C)CO2	0.3
O=C(Nc1ccc2c(c1)OCO2)N[C@@H]1CC[C@H](CCNC(=O)C2CC2)O[C@H]1CO	0.0
O=C(C[C@@H]1CC[C@H]2[C@@H](COC[C@H](O)CN2C(=O)Nc2cccc(Cl)c2)O1)N1CCCCC1	1.5
O=C(Cc1ccccc1)N1CC(=O)N2[C@@H](CO)[C@@H](c3ccc(C#Cc4ccccc4)cc3)[C@@H]2C1	-0.4

# 2 entries from above in another layout.
smiles: O=C(Nc1ccc2c(c1)OCO2)N[C@@H]1CC[C@H](CCNC(=O)C2CC2)O[C@H]1CO
  TcdB inh = 0.0

smiles: C[C@@H]1CN([C@@H](C)CO)C(=O)Cc2cc(N(C)C)ccc2O[C@@H]1CN(C)Cc1ccccc1
  TcdB inh = -6.5

# 3 compounds drawn at random from those above:
SMILES	TcdB inh
C[C@@H]1CCCCO[C@@H](CN(C)CC2CCCCC2)[C@@H](C)CN([C@@H](C)CO)C(=O)c2cc(NC(=O)Nc3ccccc3)ccc2O1	-2.0
CC(C)NC[C@H]1[C@@H](c2ccc(-c3ccccc3)cc2)[C@@H](CO)N1CC1CC1	-0.5
O=C(NCc1ccccc1)C(c1cccc2ccccc12)n1c(=O)c(-c2cc3ccccc3[nH]2)nc2ccccc21 (configuration not stated)	-0.1

# (listing goes on)
SMILES	TcdB inh
C[C@@H]1CN([C@@H](C)CO)C(=O)c2cccc(NS(=O)(=O)c3ccc(Cl)cc3)c2O[C@H]1CN(C)Cc1ccc(Cl)c(Cl)c1	1.0
Cc1ccc(-c2ccc(C3[C@H]4CNC[C@@H]3N4C(=O)Nc3ccccc3Cl)cc2)cc1 (some centres not stated)	-1.5&0.3
O=C(C[C@@H]1C=C[C@H](NC(=O)Nc2cc(F)ccc2F)[C@@H](CO)O1)NCCCN1CCOCC1	-1.0
C[C@@H]1CN([C@@H](C)CO)C(=O)c2cc(NC(=O)Nc3ccc(F)cc3)ccc2O[C@@H]1CN(C)C(=O)Nc1cccc2ccccc12	0.2
O=C([C@H]1[C@H](CO)[C@H]2Cn3c(ccc(-c4ccncc4)c3=O)[C@@H]1N2Cc1cccnc1)N1CCOCC1	0.5
CO[C@H]1CN(C)C(=O)c2cc(NS(=O)(=O)c3ccccc3Cl)ccc2OC[C@@H](C)NC[C@H]1C	1.3
N#C[C@H]1[C@H](c2ccc(C#Cc3cccc(F)c3)cc2)[C@@H](CO)N1C(=O)C1CC1	0.1
CN1C(=O)c2cc(NS(C)(=O)=O)ccc2OC[C@H]2O[C@@H](CC(=O)NCc3ccccc3)CC[C@@H]21	0.5
Cc1cc(N2CCN(CC(C)(C)O)C[C@@H]2C)ccc1N1CCN(CC(C)(C)O)[C@@H](C)C1	-1.9
COc1ccc(S(=O)(=O)N(C)C[C@@H]2OCc3ccccc3-c3c(n(C)c4ccccc34)C(=O)N([C@@H](C)CO)C[C@H]2C)cc1	0.9
N#C[C@@H]1[C@H](c2ccccc2-c2cccc(F)c2)[C@H](CO)N1C(=O)CN1CCOCC1	0.7
O=C(c1ccccc1F)N1CC(=O)N2[C@H](CO)[C@@H](c3ccc(-c4cccnc4)cc3)[C@@H]2C1	0.7
Cc1ccc(S(=O)(=O)Nc2ccc3c(c2)C(=O)N([C@@H](C)CO)C[C@@H](C)[C@H](CN(C)Cc2ccc(C(=O)O)cc2)OCCCC[C@H](C)O3)cc1	0.1
CO[C@@H]1CN(C)C(=O)c2ccc(NS(C)(=O)=O)cc2OC[C@@H](C)N(C(=O)CC2CC2)C[C@@H]1C	0.2
C=CCN1C(=O)[C@@]2(O[C@@H](CCO)[C@H]([Si](C)(C)c3ccc(OC)cc3)[C@H]2C)c2cc(NC(C)=O)ccc21	0.4
CC(C)CC#Cc1ccc([C@@H]2[C@H](CO)N3C(=O)CN(S(=O)(=O)c4cccc(F)c4)C[C@@H]23)cc1	-0.9
C[C@H]1CN([C@@H](C)CO)C(=O)c2cc(NS(=O)(=O)c3cccs3)ccc2O[C@H]1CN(C)Cc1ccc(-c2ccccc2)cc1	-0.2
CC(C)C#Cc1ccc([C@@H]2[C@H]3CN(C(=O)c4ccc(F)cc4)CCCCN3[C@H]2CO)cc1	0.9
c1ccc(CN2[C@@H]3CNC[C@H]2C3c2ccc(-c3ccncc3)cc2)nc1 (some centres not stated)	0.4
C[C@H]1CN([C@@H](C)CO)C(=O)c2cc(NC(=O)Cc3ccccc3)ccc2O[C@H]1CN(C)Cc1ccc(C(=O)Nc2ccccc2N)cc1	-0.6
CCCNC(=O)[C@H]1[C@H](CO)[C@H]2Cn3c(ccc(C4=CCCC4)c3=O)[C@H]2N1Cc1ccccc1	1.2
CN1CCN(C(=O)C[C@H]2C[C@@H]3c4cc(NC(=O)Nc5ccc(C(F)(F)F)cc5)ccc4O[C@@H]3[C@@H](CO)O2)CC1	1.5
COc1ccc(CN(C)C[C@@H]2Oc3ccc(NC(=O)NC4CCCCC4)cc3CC(=O)N([C@@H](C)CO)C[C@@H]2C)cc1	0.5
C[C@@H]1CN([C@@H](C)CO)C(=O)c2cc(NC(=O)c3ccncc3)ccc2O[C@@H]1CN(C)C(=O)NC1CCCCC1	-0.3
Cc1noc(C)c1NC(=O)N(C)C[C@@H]1Oc2ccc(NC(=O)NC3CCCCC3)cc2C(=O)N([C@H](C)CO)C[C@@H]1C	0.7
N#C[C@H]1[C@@H](c2ccc(-c3ccccc3)cc2)[C@@H](CO)N1C(=O)Cc1ccncc1	-0.4
CC(C)NC(=O)Nc1cccc2c1O[C@H](CN(C)Cc1ccc(Cl)c(Cl)c1)[C@H](C)CN([C@@H](C)CO)C2=O	0.3
C[C@@H]1CN([C@@H](C)CO)C(=O)c2cccc(NC(=O)c3nc4ccccc4s3)c2O[C@H]1CN(C)C(=O)Nc1ccc(C(F)(F)F)cc1	0.9
C[C@@H]1CN([C@H](C)CO)C(=O)c2cc(-c3ccc(F)cc3)cnc2O[C@H]1CN(C)CC1CCCCC1	-2.7
CC(C)NC(=O)Nc1ccc2c(c1)C(=O)N([C@@H](C)CO)C[C@H](C)[C@@H](CN(C)S(=O)(=O)c1cccs1)OCCCC[C@H](C)O2	-1.0

# Some of these compounds in order of molar mass, rising.
SMILES	TcdB inh
O=C(C[C@@H]1C=C[C@H](NC(=O)Nc2cc(F)ccc2F)[C@@H](CO)O1)NCCCN1CCOCC1	-1.0
C=CCN1C(=O)[C@@]2(O[C@@H](CCO)[C@H]([Si](C)(C)c3ccc(OC)cc3)[C@H]2C)c2cc(NC(C)=O)ccc21	0.4
Cc1noc(C)c1NC(=O)N(C)C[C@@H]1Oc2ccc(NC(=O)NC3CCCCC3)cc2C(=O)N([C@H](C)CO)C[C@@H]1C	0.7

# Other results.
SMILES	TcdB inh
CO[C@H]1CN(C)C(=O)c2cc(NS(C)(=O)=O)ccc2OC[C@@H](C)N(CCC(F)(F)F)C[C@H]1C	-1.6
C[C@@H]1CCCCO[C@@H](CN(C)Cc2ccc(C(=O)O)cc2)[C@@H](C)CN([C@@H](C)CO)C(=O)c2cc(NS(C)(=O)=O)ccc2O1	0.5
CCCNC(=O)Nc1ccc2c(c1)OC[C@H](C)N(Cc1ccccn1)C[C@@H](C)[C@@H](OC)CN(C)C2=O	1.1
COCC#Cc1ccc2c(c1)O[C@@H](CN(C)Cc1ccccn1)[C@H](C)CN([C@@H](C)CO)S2(=O)=O	0.5
COCC(=O)NC[C@H]1[C@@H](c2ccccc2)[C@@H](CO)N1C(=O)c1ccccc1	1.8
CS(=O)(=O)Nc1ccc2c(c1)[C@H]1C[C@H](CC(=O)O)O[C@@H](CO)[C@H]1O2	-0.6
COc1ccc(CN(C)C[C@@H]2Oc3ccc(NC(=O)Nc4ccc(C(F)(F)F)cc4)cc3C(=O)N([C@H](C)CO)C[C@@H]2C)cc1	0.6
C/C=C/c1ccccc1[C@@H]1[C@@H](C#N)N(C(=O)CN2CCOCC2)[C@@H]1CO	-1.0
C[C@H]1CN([C@@H](C)CO)C(=O)c2cc(-c3cccnc3)cnc2O[C@@H]1CN(C)C(=O)c1ccccc1F	-0.1
N#C[C@@H]1[C@H](c2ccc(C#CC3CCCC3)cc2)[C@@H](CO)N1S(=O)(=O)c1ccccc1	-1.1
CCCNC(=O)N1CC2(C1)[C@@H](c1ccccc1)[C@H](CO)N2C(=O)C1CCCC1	0.6
C[C@H]1CN([C@@H](C)CO)C(=O)c2cccc(NC(=O)c3ccc(-c4nccs4)cc3)c2O[C@@H]1CN(C)S(=O)(=O)c1ccc(Cl)cc1	0.0
O=C(Nc1cc(F)ccc1F)N[C@H]1CC[C@H](CCn2cc(C3CC3)nn2)O[C@H]1CO	0.3
C[C@@H]1CCCCO[C@H](CN(C)CC2CC2)[C@@H](C)CN([C@H](C)CO)C(=O)c2cc(NS(=O)(=O)c3ccccc3)ccc2O1	2.9
O=C(C1CCCC1)N1CC(=O)N2[C@@H](CO)[C@@H](c3ccc(Br)cc3)[C@@H]2C1	-1.0
CC(=O)N(C)C[C@@H]1Oc2cc(Br)ccc2S(=O)(=O)N([C@@H](C)CO)C[C@H]1C	-0.1
CN1c2ccc(-c3cccc(F)c3)cc2[C@H]2[C@H](CCN2C(=O)c2ccccc2F)[C@@H]1CO	-0.9
Cc1ccc(S(=O)(=O)N(C)C[C@@H]2Oc3ncc(-c4ccncc4)cc3C(=O)N([C@H](C)CO)C[C@H]2C)cc1	0.4
C[C@@H]1CN([C@@H](C)CO)C(=O)c2cc(NC(=O)Nc3ccc4c(c3)OCO4)ccc2O[C@@H]1CN(C)Cc1ccc(C(=O)O)cc1	-0.1
C[C@H](CO)N1C[C@H](C)[C@@H](CN(C)C)Oc2ncc(-c3ccncc3)cc2C1=O	0.0
C[C@@H]1CN([C@@H](C)CO)C(=O)c2cc(N(C)C)ccc2O[C@@H]1CN(C)C(=O)Nc1ccc(F)cc1	-4.8
O=C(Nc1cc(F)ccc1F)N1CC(=O)N2[C@H](CO)[C@H](c3ccc(-c4cccnc4)cc3)[C@@H]2C1	0.2
